Screening data as filed in PubChem.
SIRT5 block: SIRT5 desuccinylase inhibitors, primary screen, biochemical, fluorescence imaging, single point, set 5; Purified SirT5, succinyl-peptide AMC, trypsin-coupled fluorescence; 330,000 tested, 1.1% active; inhibition, % at 15 µM; NAD-dependent protein deacylase sirtuin-5, mitochondrial (Homo sapiens), Q9NXA8; AID 652115, 2013; in the data active means inhibition above about 15%; inconclusive means no clear call, values can overlap the other calls
Target sequence (Q9NXA8 whole entry, looked up): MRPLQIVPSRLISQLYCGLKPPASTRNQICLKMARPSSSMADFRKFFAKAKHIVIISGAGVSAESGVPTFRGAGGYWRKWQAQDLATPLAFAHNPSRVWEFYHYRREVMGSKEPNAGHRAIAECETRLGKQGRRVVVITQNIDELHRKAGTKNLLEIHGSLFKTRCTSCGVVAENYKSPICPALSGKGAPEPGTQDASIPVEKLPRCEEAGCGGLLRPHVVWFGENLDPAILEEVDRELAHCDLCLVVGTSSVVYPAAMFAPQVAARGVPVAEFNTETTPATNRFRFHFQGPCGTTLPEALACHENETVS
ERp5 block: inhibitors of ERp5-driven insulin aggregation, primary screen, biochemical, turbidity, absorbance 650 nm, single point; Protein disulfide-isomerase A6 (Homo sapiens), Q15084; 90 min; inhibition, % at 9.99 µM; 350,000 tested, 0.05% active;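 active means mean replicate inhibition above about 25%, with every replicate also reaching it, limit read from the data, passing the limit was not always enough; inconclusive means only one of those two criteria met; inactive means neither criterion met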
Target sequence (Q15084 whole entry, looked up): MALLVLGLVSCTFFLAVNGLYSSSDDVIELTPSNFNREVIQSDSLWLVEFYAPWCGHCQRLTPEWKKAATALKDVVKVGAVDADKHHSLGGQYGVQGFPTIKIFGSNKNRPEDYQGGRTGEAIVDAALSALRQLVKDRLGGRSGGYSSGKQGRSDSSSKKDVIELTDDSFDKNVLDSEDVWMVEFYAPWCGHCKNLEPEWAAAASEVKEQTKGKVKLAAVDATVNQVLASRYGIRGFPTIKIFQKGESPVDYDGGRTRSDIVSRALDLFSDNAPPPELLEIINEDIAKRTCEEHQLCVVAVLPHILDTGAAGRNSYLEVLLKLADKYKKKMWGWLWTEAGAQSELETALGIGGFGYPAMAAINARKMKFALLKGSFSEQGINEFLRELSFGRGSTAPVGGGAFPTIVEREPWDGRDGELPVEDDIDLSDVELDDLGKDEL
ERAP1 inh: human ERAP1 aminopeptidase inhibitors, primary screen, biochemical, single point, plate reader | AID 652197, 2013 | 340,000 tested, 0.15% active | inhibition, % at 10.7 µM | recombinant ERAP1, Leu-AMC fluorescence, 60 min | Endoplasmic reticulum aminopeptidase 1 (Homo sapiens), Q9NZ08;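 active means mean replicate inhibition of at least 30%, or all replicates individually reaching that 30% level; inactive means mean below 30% and not every replicate reaching it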;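 further: 0% = neutral control wells and 100% = L-leucinethiol positive control wells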
miR122 inh: miR-122 Renilla sensor signal increase in Huh7, primary screen, miR-122 inhibitor project, cell-based, single point, plate reader; Huh7 miR-122 Renilla luciferase sensor, 48 h; neutral wells = 0, positive control = 100; activation (reporter increase), % at 12.5 µM; 340,000 tested, 0.3% active;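 active means mean replicate activation score at least 90 and every replicate individually at or above 90; inconclusive means only one of the two criteria met; inactive means neither criterion met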;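 further: higher luciferase means less miR-122 activity so hits act as miR-122 inhibitors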
CASP6 VEID inh: human caspase-6 inhibitors, primary screen, biochemical, VEID-R110 fluorescence, single point, set 2; purified caspase-6, Z-VEID-R110 cleavage fluorescence; inhibition, % at 12.5 µM; 350,000 tested, 0.53% active;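 active means mean inhibition across replicates at least about 35%, with every replicate also reaching that limit, limit read from the data; inconclusive means only one of the two criteria met; inactive means neither criterion met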;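 further: 0% = median of neutral control wells and 100% = no fluorescence left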
Target sequence (P55212 24-179 limits assumed): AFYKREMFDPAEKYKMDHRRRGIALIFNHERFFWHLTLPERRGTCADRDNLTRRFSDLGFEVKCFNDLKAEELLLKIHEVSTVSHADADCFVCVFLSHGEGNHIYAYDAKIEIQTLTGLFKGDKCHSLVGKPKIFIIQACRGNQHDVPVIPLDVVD
Target sequence (P55212 194-293 limits assumed): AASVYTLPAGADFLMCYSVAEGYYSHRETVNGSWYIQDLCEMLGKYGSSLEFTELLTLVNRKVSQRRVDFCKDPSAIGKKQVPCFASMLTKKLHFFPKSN
DENV2 CPE rescue: inhibitors of DENV2 cytopathic effect, primary screen, cell-based, plate reader, single concentration; DENV2-infected cells, cytopathic effect rescue; CPE inhibition, % at 9.99 µM; 350,000 tested, 1.7% active; AID 651640, 2012; in the data active means CPE inhibition above about 20%, passing the limit was not always enough; inconclusive means no clear call, values can overlap the other calls; tested in BHK-21 cells;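 further: 0% = median of neutral control wells and 100% = median of positive control wells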
F508del corr: F508del CFTR correction, initial screen, CFBE line, single point | activity (quench increase), % at 7.58 µM | CFBE cells, YFP halide quenching; stimulated with forskolin plus potentiator P3; % fluorescence drop versus neutral controls | 350,000 tested, 0.36% active;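 active means mean added fluorescence quench of at least 8% versus neutral control, with both replicates also reaching 8%; inconclusive means only one of the mean or replicate conditions met; inactive means mean below 8% and not both replicates reaching 8%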;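 further: cells transiently co-express mutant CFTR-F508del with the halide-sensitive YFP; corrector assay measuring rescue of mutant channel to the surface after 24 h compound exposure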
Active calls of the source: *; ? = inconclusive; / = not tested or not shown; [ ] = remark or other dose.

miR122 inh,F508del corr,DENV2 CPE rescue,ERp5 block,CASP6 VEID inh,ERAP1 inh,SIRT5 block,mol
-6,-6.0,/,6,4,0,-1,Cc1ccc(CSc2nnc(SCC(=O)N/N=C/c3c[nH]c4ccccc34)s2)cc1
-3[16.7 µM],-0.9,-9,-7,0,0,-4,C[C@H]1CN([C@@H](C)CO)C(=O)c2cccc(NC(=O)C3CCOCC3)c2O[C@H]1CN(C)S(=O)(=O)c1cn(C)cn1
/,/,-2,1,0,1,0,O=c1c2ccccc2c(=O)n(Cc2ccccc2)n1Cc1ccccc1
/,-2.9,-2,2,5,0,1,COc1cc(OC)c(C2C=CC(=O)CC2)c(OC)c1 (stereo not given)
/,-1.2,0,4,18,1,-2,O=C(/C=C/c1ccc(Br)o1)Nc1nccs1
/,/,-1,-2,-1,-2,-6,CCSc1ncc(C)cc1[N+](=O)[O-]
-5[16.7 µM],2.5,-4,5,0,3,-6,CO[C@H]1CN(C)C(=O)c2cc(NC(C)=O)ccc2OC[C@@H](C)N(Cc2nccs2)C[C@@H]1C
34[16.7 µM],-3.7,18,-4,7,1,2,CCC(=O)N(C)C[C@H]1Oc2cc(/C=C/c3ccccc3)ccc2S(=O)(=O)N([C@H](C)CO)C[C@@H]1C
-4,-0.2,-4,-2,14,-2,7,Cc1ccc(-c2csc3ncnc(SCc4ccc(C(=O)O)cc4)c23)cc1
0,-1.3,-5,-1,1,2,11,Cc1cc(Cl)ccc1C(=O)C1CCCN(C(=O)c2cnn(C(C)C)c2)C1 (stereo not given)
9[16.7 µM],2.1,-8,1,-2,0,-2,C[C@@H]1CN([C@@H](C)CO)C(=O)c2cc(NC(=O)Nc3ccc4c(c3)OCO4)ccc2O[C@@H]1CN(C)Cc1ccncc1
-6,-1.0,-9,0,0,2,-5,COc1cccc(CNC(=O)C(NS(=O)(=O)c2ccc3c(c2)CCN3C(C)=O)C(C)C)c1 (stereo not given)
/,3.4,0,-4,-3,-2,0,Cc1ccc(S(=O)(=O)N[C@@H]2CC[C@H](CC(=O)NCc3ccccc3F)O[C@@H]2CO)cc1
/,5.5,12,2,3,5,2,O=C1CSC(c2ccccc2)N1c1ccc(-c2ccccc2)cc1 (stereo not given)
5[16.7 µM],0.0,2,1,-1,1,-2,COc1ccccc1-c1cnc2c(c1)C(=O)N([C@@H](C)CO)C[C@H](C)[C@@H](CN(C)Cc1ccc(F)cc1)O2
/,-0.7,14,-2,-2,1,-2,Cc1c(NC(=O)CN(C)CC(=O)Nc2ccc(F)c(F)c2F)c(=O)n(-c2ccccc2)n1C
9[16.7 µM],-2.3,-4,0,3,5,2,CCCC#Cc1ccc2c(c1)O[C@@H](CN(C)C(=O)c1ccccc1)[C@@H](C)CN([C@H](C)CO)S2(=O)=O
/,0.6,-1,-6,0,-1,/,CO[C@H]1CN(C)C(=O)c2ccc(NC(=O)c3ccc4c(c3)OCO4)cc2OC[C@H](C)N(CC2CC2)C[C@H]1C
/,0.5,10,0,4,2,-2,CCN(CC(=O)Nc1c(F)cccc1F)C(=O)CNC(=O)c1cccc(C)c1
/,-0.6,-4,-11,0,-3,-1,CCOc1ccccc1OCC(O)CNC (stereo not given)
5,0.5,-3,0,-1,0,1,CCOc1ccc(C(=O)Nc2ccc(NC(=O)c3ccccc3)c(C)c2)cc1[N+](=O)[O-]
-1,-1.3,?,-2,2,1,/,Cc1cccc(N2C(=O)N3[C@H](c4ccc(F)cc4)[C@@H]4C(=O)N(C5CCCCC5)C(=O)[C@@H]4[C@]3(Cc3ccccc3)C2=O)c1
-4[16.7 µM],4.4,-4,8,1,-1,2,COc1ccc(CN(C)C[C@H]2Oc3ccc(NS(=O)(=O)c4ccc(Cl)cc4)cc3C(=O)N([C@@H](C)CO)C[C@@H]2C)cc1
-9,-3.4,-4,-1,-47,-2,6,CC1CCCC(C)N1CCCNC(=O)CN1C(=O)COc2ccc(S(=O)(=O)N3CCOCC3)cc21 (stereo not given)
3,/,-4,2,3,12,0,COc1cc(/C=N/O)ccc1Oc1ccc([N+](=O)[O-])cc1[N+](=O)[O-]
-3[16.7 µM],0.6,/,0,-3,6,17*,Cc1noc(C)c1NC(=O)Nc1ccc2c(c1)C(=O)N([C@@H](C)CO)C[C@@H](C)[C@@H](CN(C)S(=O)(=O)c1cn(C)cn1)OCCCC[C@@H](C)O2
/,-3.4,-6,-5,1,0,-2,O=C(NCCN1CCOCC1)C1CC(=O)N(c2cccc(C(F)(F)F)c2)C1 (stereo not given)
-19,0.7,1,1,0,/,-2,Cc1cc(=O)c(C(=O)O)nn1-c1ccc(Cl)cc1
-1,0.0,1,0,-3,3,1,COc1ccccc1NC(=O)c1ccc(N2CC3CC(C2)c2cccc(=O)n2C3)c(NC(=O)c2cccnc2)c1 (stereo not given)
1[16.7 µM],-1.8,-1,7,-1,1,-2,O=C(Nc1ccc2c(c1)[C@H]1C[C@@H](CC(=O)N3CCc4ccccc4C3)O[C@H](CO)[C@H]1O2)NC1CCCC1
-1[16.7 µM],-0.7,10,5,0,0,0,CCCC#Cc1cnc2c(c1)C(=O)N([C@H](C)CO)C[C@@H](C)[C@@H](CN(C)C(=O)Cc1cccnc1)O2
-2,0.4,0,3,0,-2,-3,CC1Sc2ccc(S(=O)(=O)N3CCC(C(=O)N4CCN(C)CC4)CC3)cc2NC1=O (stereo not given)
/,-1.6,-1,-4,-1,-7,-1,CCCNC(=O)COC(=O)c1ccc(S(=O)(=O)N2CCCC2)cc1
2,-0.1,-6,-3,-1,1,1,COc1ccc(C(CC(=O)O)NC(=O)C(c2ccccc2)c2ccccc2)cc1 (stereo not given)
/,-2.4,2,2,-1,1,-2,CCOc1ccc2oc(C(=O)OCC(=O)NC3CCCCC3)c(C)c2c1
-5,0.0,20,-1,1,/,/,CCCNC(=O)c1onc(CSc2ccc(F)cc2)c1C(=O)NC(C)C
-5,-0.3,-6,4,2,5,-4,COC(CNC(=O)CCc1c(C)nc2c(-c3ccccc3)c(C)nn2c1C)OC
/,-5.3,-8,-3,2,2,-2,CC1=C(C(=O)OC(C)C)C(c2cccc(F)c2)n2ncnc2N1 (stereo not given)
/,2.4,-6,-9,1,-8,/,CCC(=O)N(Cc1cc2cc(OC)ccc2[nH]c1=O)c1ccccc1OC
/,2.0,?,3,3,1,16*,O=C(Cc1ccc(F)cc1)Nc1nc(-c2ccc(F)c(F)c2)cs1
/,-1.2,-3,4,2,2,-2,CC(C)NC(=O)N[C@@H]1CC[C@@H](CC(=O)NCc2ccc(Oc3ccccc3)cc2)O[C@@H]1CO
-1,2.1,3,?,-2,-2,0,CCc1ccc(-n2c(SCC(=O)c3ccc4c(c3)NC(=O)CO4)nc3ccccc3c2=O)cc1
-11,-2.0,-6,8,2,2,21*,O=C(COC(=O)/C=C/c1ccc(Cl)cc1)NC1CC1
/,-0.3,-5,-3,-1,-2,1,O=C(O)/C=C\C(=O)Nc1ccc(F)c(F)c1F
/,-2.9,-3,0,1,-2,1,CCOC(=O)C1=C(CBr)NC(=O)NC1C (stereo not given)
-5,1.5,91*,-9,-2,-1,-2,CC(OC(=O)/C=C/c1cccc(Cl)c1)C(=O)NC1CCCCC1C (stereo not given)
-2,-4.1,0,3,3,-4,1,CCc1ccccc1Nc1nc2ccccc2n1C(C)C
-2[16.7 µM],-2.0,13,6,0,-1,3,COCCNC(=O)C[C@@H]1CC[C@H]2[C@@H](COC[C@@H](O)CN2S(=O)(=O)c2ccccc2F)O1
/,/,-7,4,49*,3,1,O=C([C@@H]1[C@@H](CO)[C@@H]2Cn3c(cccc3=O)[C@@H]2N1Cc1cc(F)ccc1F)N1CCOCC1
6[16.7 µM],-3.3,?,4,2,2,-119,O=C(NC1CCC1)[C@@H]1[C@@H](CO)[C@@H]2Cn3c(ccc(/C=C/c4ccccc4)c3=O)[C@@H]2N1Cc1ccncc1
-2[16.7 µM],-0.7,-1,3,2,2,3,O=C(C[C@@H]1CC[C@H]2[C@@H](COC[C@@H](O)CN2C(=O)c2ccc(F)cc2)O1)Nc1ccc(-c2ccccc2)cc1
-9[16.7 µM],0.9,-7,1,-2,1,-1,C[C@H]1CN([C@@H](C)CO)C(=O)c2cccc(NC(=O)C3CC3)c2O[C@H]1CN(C)C(=O)Nc1ccccc1
5,-3.8,-11,3,0,-2,-1,COc1ccc(/C(N)=N/OC(=O)CCC2CCCC2)cc1OC
/,0.0,-3,5,-2,-3,-2,CC(C)(C)c1ccc(/C=N/n2cnnc2)cc1
-2,1.6,-4,3,1,/,/,O=C1C2C3CC(C(Br)C3Br)C2C(=O)N1c1nccs1 (stereo not given)
5,-0.7,-5,3,-1,-2,-6,CC(C)CCNC(=O)c1cc(S(=O)(=O)N2CCCCC2)ccc1N1CCOCC1
/,-0.3,5,3,-5,1,-2,Cc1ccccc1OCC(O)CN1CCCCC1 (stereo not given)
1,0.0,2,-1,4,4,-3,O=C(Nc1ccc(F)cc1F)NC1CCN(Cc2c(F)cccc2Cl)CC1
/,-5.2,5,-4,-3,3,8,COC(=O)N1C[C@H](OC)[C@H]2C[C@@H]1c1ccccc1O2
-1,-0.6,7,1,2,1,/,CCCCNC(=O)C1(C)CCN1C(=O)c1cc(OC)ccc1Br (stereo not given)

(continued)
miR122 inh,F508del corr,DENV2 CPE rescue,ERp5 block,CASP6 VEID inh,ERAP1 inh,SIRT5 block,mol
2[16.7 µM],1.5,-2,1,2,1,0,C[C@H]1CN([C@@H](C)CO)C(=O)c2cc(NC(=O)CCN3CCOCC3)ccc2O[C@@H]1CN(C)C(=O)Nc1ccc2c(c1)OCO2
62,2.8,-5,3,7,2,/,COc1cccc(N2[C@@H](CC(C)=O)c3ccccc3S2(=O)=O)c1
-12,-1.7,-5,8,-1,-1,/,Cc1ccc2c(COC(=O)CNC(=O)c3ccco3)cc(=O)oc2c1C
/,0.6,4,-2,-1,/,1,O=S1(=O)CC(N2CC=CC2)CN1Cc1cn(Cc2ccc(Cl)cc2)nn1 (stereo not given)
/,-1.3,2,7,0,4,2,CC(C)(C)NS(=O)(=O)c1ccc2nc(NC(=O)c3ccc(N4C(=O)CCC4=O)cc3)sc2c1
/,-6.2,/,5,1,2,-7,CCOc1ccc(C(=O)NCC(=O)OCc2cc(C(C)=O)ccc2OC)cc1
-1,-0.4,0,-2,-1,1,-4,CCCn1c(C)cc(C(=O)COc2ccc(-c3nnco3)cc2)c1C
/,-0.6,1,2,1,1,1,O=C(Cc1cccs1)NNC(=S)NC(=O)c1ccco1
5[16.7 µM],-2.1,-4,-3,-3,-1,3,COCCNC(=O)C[C@@H]1CC[C@@H]2[C@H](COC[C@@H](O)CN2C(=O)Nc2ccc3c(c2)OCO3)O1
/,2.0,-4,0,1,2,-7,N#Cc1ccc(/C=C/C(=O)c2ccccc2)cc1
/,1.0,1,1,0,-1,-2,CCOC(=O)COc1ccccc1C(=O)c1cnn(-c2ccccc2)c1
/,-2.5,-6,-1,1,-4,-3,CCOC(=O)/C=c1/s/c(=C\c2c(OC)ccc3ccccc23)c(=O)n1CC(=O)NCC1CCCO1 (stereo not given)

Shown with values under each structure: 3 of the compounds above.
The line under a structure holds: miR122 inh, F508del corr, DENV2 CPE rescue, ERp5 block, CASP6 VEID inh, ERAP1 inh, SIRT5 block
> O=C(Cc1cccs1)NNC(=S)NC(=O)c1ccco1
 : /, -0.6, 1, 2, 1, 1, 1
> COCCNC(=O)C[C@@H]1CC[C@@H]2[C@H](COC[C@@H](O)CN2C(=O)Nc2ccc3c(c2)OCO3)O1
 : 5[16.7 µM], -2.1, -4, -3, -3, -1, 3
> N#Cc1ccc(/C=C/C(=O)c2ccccc2)cc1
 : /, 2.0, -4, 0, 1, 2, -7

Compounds were not picked by outcome, and some 4% of all compounds hit somewhere here.
